ERp5 inh: ERp5 (human) disulfide isomerase inhibition; Q15084; ERp5 insulin aggregation, absorbance 650 nm, 90 min; inhibition, % at 9.99 µM; 350,000 tested, 0.05% active;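 active means mean replicate inhibition above about 25%, with every replicate also reaching it, limit read from the data, passing the limit was not always enough; inconclusive means only one of those two criteria met; inactive means neither criterion met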
CFTR F508del cor: correctors of CFTR F508del function in bronchial epithelial cells; 350,000 tested, 0.36% active; CFBE cells, YFP halide quenching; stimulated with forskolin plus potentiator P3; % fluorescence drop versus neutral controls; AID 720511; activity (quench increase), % at 7.58 µM;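 active means mean added fluorescence quench of at least 8% versus neutral control, with both replicates also reaching 8%; inconclusive means only one of the mean or replicate conditions met; inactive means mean below 8% and not both replicates reaching 8%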;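 further: cells transiently co-express mutant CFTR-F508del with the halide-sensitive YFP; corrector assay measuring rescue of mutant channel to the surface after 24 h compound exposure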
Casp6 inh: blocks human caspase-6 cleavage activity; P55212; purified caspase-6, Z-VEID-R110 cleavage fluorescence; inhibition, % at 12.5 µM; 350,000 tested, 0.53% active; AID 686996;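 active means mean inhibition across replicates at least about 35%, with every replicate also reaching that limit, limit read from the data; inconclusive means only one of the two criteria met; inactive means neither criterion met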;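 further: 0% = median of neutral control wells and 100% = no fluorescence left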
Target sequence (P55212 24-179 limits assumed): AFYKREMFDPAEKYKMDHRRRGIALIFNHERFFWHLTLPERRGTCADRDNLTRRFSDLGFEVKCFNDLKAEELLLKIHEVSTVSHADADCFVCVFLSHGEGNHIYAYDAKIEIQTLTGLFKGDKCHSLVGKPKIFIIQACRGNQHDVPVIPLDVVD
Target sequence (P55212 194-293 limits assumed): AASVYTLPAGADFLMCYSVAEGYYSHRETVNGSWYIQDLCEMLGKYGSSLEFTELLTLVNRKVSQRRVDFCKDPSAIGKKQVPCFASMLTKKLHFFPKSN
DENV2 CPE rescue: DENV2-induced cell death inhibition. DENV2-infected cells, cytopathic effect rescue, plate reader. CPE inhibition, % at 9.99 µM. 350,000 tested, 1.7% active. AID 651640; in the data active means CPE inhibition above about 20%, passing the limit was not always enough; inconclusive means no clear call, values can overlap the other calls; tested in BHK-21 cells;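 further: 0% = median of neutral control wells and 100% = median of positive control wells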
SIRT5 inh: sirtuin-5 (human) deacylase inhibition. Purified SirT5, succinyl-peptide AMC, trypsin-coupled fluorescence. 330,000 tested, 1.1% active. Q9NXA8. inhibition, % at 15 µM; in the data active means inhibition above about 15%; inconclusive means no clear call, values can overlap the other calls
Target sequence (Q9NXA8 whole entry, looked up): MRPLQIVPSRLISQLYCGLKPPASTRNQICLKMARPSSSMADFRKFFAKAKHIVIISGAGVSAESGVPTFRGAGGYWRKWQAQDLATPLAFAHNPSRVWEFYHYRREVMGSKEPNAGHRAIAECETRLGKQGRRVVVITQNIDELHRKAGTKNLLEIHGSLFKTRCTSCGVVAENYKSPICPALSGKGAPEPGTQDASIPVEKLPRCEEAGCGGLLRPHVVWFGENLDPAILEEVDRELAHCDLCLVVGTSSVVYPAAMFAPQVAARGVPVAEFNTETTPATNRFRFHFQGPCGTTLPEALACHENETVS
ERAP1 inh: blocks human ERAP1 aminopeptidase activity. 340,000 tested, 0.15% active. recombinant ERAP1, Leu-AMC fluorescence, 60 min. inhibition, % at 10.7 µM. Q9NZ08. AID 652197;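 active means mean replicate inhibition of at least 30%, or all replicates individually reaching that 30% level; inactive means mean below 30% and not every replicate reaching it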;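 further: 0% = neutral control wells and 100% = L-leucinethiol positive control wells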
miR122 inh: inhibitors of miR-122 in Huh7 cells; Huh7 miR-122 Renilla luciferase sensor, 48 h; neutral wells = 0, positive control = 100; activation (reporter increase), % at 12.5 µM; 340,000 tested, 0.3% active; AID 602342;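 active means mean replicate activation score at least 90 and every replicate individually at or above 90; inconclusive means only one of the two criteria met; inactive means neither criterion met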;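 further: higher luciferase means less miR-122 activity so hits act as miR-122 inhibitors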
* = called active by the depositor; ? = inconclusive; nt = no result given; [ ] = dose if it differs, or a comment.

SMILES	ERp5 inh	CFTR F508del cor	Casp6 inh	DENV2 CPE rescue	SIRT5 inh	ERAP1 inh	miR122 inh
Cc1cc(C)c(CN2CCN(C(=O)CC[C@H]3O[C@@H](n4cnc5c(NC(=O)c6ccccc6)ncnc54)[C@H](O)[C@@H]3O)CC2)c(C)c1	6	-3.7	5	-11	0	-1	5
O=C(NNC(=O)c1cc2ccccc2cc1O)Nc1ccccc1F	3	-1.4	9	5	4	-3	-2
CCOC(=O)c1c(S(=O)(=O)N2CCCC(C)C2)c(C)n(C)c1C (stereo not given)	5	-3.0	0	4	-1	-1	4
Fc1ccccc1C1CC(c2ccco2)=Nc2ccccc2S1 (stereo not given)	1	-0.2	2	-4	4	nt	7
COc1cc(/C=C/C(=O)O)cc(S(=O)(=O)N2CCc3ccccc3C2)c1OC	6	-1.5	6	3	-3	-4	-2
CCOc1ccc(NC(=O)/C(C=Nc2ccccc2)=C(\C)O)cc1	2	-2.1	2	3	-6	1	0
COc1cc(OC)cc(C2=Cc3ccc(OC)cc3C(CC(C)=O)N2c2ccc(C#CC3(O)CCCCC3)cc2)c1 (stereo not given)	1	-0.4	1	2	2	2	nt
O=C(N/C(=C\c1ccco1)C(=O)N1CCOCC1)c1ccco1	5	-1.6	2	1	2	4	-9
O=C(NC1CCCCC1)c1c2c(nc3ccccc13)CCC2	-2	0.1	0	9	1	1	nt
CCC1CCCCN1C(=O)CNCC1CCCO1 (stereo not given)	-2	-1.6	-6	-3	-5	-2	nt
CC(C)(CNC(=O)CCNC(=O)c1ccc(Br)cc1)N1CCOCC1	4	-2.5	-1	-2	1	-2	nt
CC(C)(c1ccccc1)c1ccc(OCCN2CCCC2)cc1	-5	0.4	-50	10	-3	4	nt
Cc1ccc(C(=O)NCC(=O)OCc2cccc(Br)c2)cc1	5	1.3	-1	13	-2	-1	8
CCN(CC)c1nc(C)c(C(=S)Nc2cc([N+](=O)[O-])ccc2Cl)s1	7	0.3	0	nt	-1	-1	nt
COCCCNC(=O)CSc1nc2cc(C(=O)NCCOC)ccc2c(=O)n1Cc1ccc2c(c1)OCO2	-3	1.2	4	7	12	-6	nt
C[C@H]1CN([C@@H](C)CO)C(=O)CCCn2cc(nn2)CO[C@H]1CN(C)C(=O)Nc1ccnc(N2CCOCC2)c1	-4	0.2	-3	10	-4	0	-8[16.7 µM]
CCN(CC)C(=O)C1CCN(S(=O)(=O)c2ccc(-n3cnnn3)cc2)CC1	0	1.3	-1	0	2	-1	nt
CCCC(=O)Nc1ccc2c(c1)C(=O)N(C)[C@H]1CC[C@@H](CC(=O)Nc3ccccc3)O[C@@H]1CO2	-5	0.8	1	-3	-6	0	-3[16.7 µM]
Cc1onc(-c2ccccc2)c1C(=O)N1CCC(C)(C(=O)NS(=O)(=O)C2CC2)C1 (stereo not given)	2	0.8	-1	4	nt	0	6
CC(=O)c1ccc(OCC(O)Cn2nnc3ccccc32)cc1 (stereo not given)	-5	0.8	5	7	0	-2	-3
CCOC(=O)Cn1c(=O)oc2cc(S(=O)(=O)N3CCn4c3nc3ccccc34)ccc21	5	1.3	-3	?	2	-1	-3
CC(C)C[C@@H](CO)N1CCN(CCc2ccccc2)CCC1=O	-1	-1.5	-5	5	2	-6	nt
CC=Cc1ccc2n(c1=O)C[C@@H]1[C@@H](CO)[C@H](C(=O)NCC3CC3)N(Cc3nccs3)[C@H]21 (mixture of isomers)	-3	nt	1	-1	-1	6	nt
CO[C@@H]1CN(C)C(=O)c2ccc(NC(=O)Nc3cccc(Cl)c3)cc2OC[C@@H](C)NC[C@H]1C	0	2.3	-3	-7	1	-38	-20[16.7 µM]
C[C@@H]1CN([C@H](C)CO)C(=O)Cc2cc(NC(=O)C3CCCCC3)ccc2O[C@H]1CN(C)S(C)(=O)=O	-2	-2.5	-1	-6	-1	3	-8[16.7 µM]
CC(C)C#Cc1ccc([C@@H]2[C@@H](CO)N3C(=O)CN(C(=O)C4CCCCC4)C[C@H]23)cc1	-2	0.5	2	-7	1	0	nt
S=C(NCc1cccs1)Nc1cccc(Cl)c1	-3	-3.4	4	-2	-2	2	220*
CC1=C(C(=O)N2CCCC(CCC(=O)NCc3ccc(F)c(F)c3)C2)OCCO1 (stereo not given)	6	3.9	-4	-2	nt	-1	-4
CCn1nc(C)c(/C=N/NC(=O)c2nc3nc(C)cc(C)n3n2)c1C	5	0.9	2	0	0	3	-3
CC(=O)Nc1ccc2oc(-c3ccccc3)nc2c1	6	-1.0	1	5	-17	-3	-16
COc1ccc(N2CCN(C(=O)CNC(=O)Cc3ccccc3)CC2)cc1	7	-1.8	20	?	-4	-3	-7
Cc1ccc(S(=O)(=O)Nc2ccc(O)c(Sc3ncn[nH]3)c2)cc1	-4	0.4	2	15	-1	-3	-6
Cc1cc([N+](=O)[O-])ccc1NC(=O)CSc1nnc(C)n1C	2	3.1	-61	-3	-1	-2	nt
COc1ccc(OC)c(S(=O)(=O)N2c3ccccc3CC2C)c1 (stereo not given)	4	2.9	nt	-2	1	-7	1
CC(C)(C)OC(=O)N1CCC(C(N)=O)CC1	7	-1.5	1	-2	-1	5	7
Cc1ccc(S(=O)(=O)Nc2ccc3c(c2)C(=O)N([C@@H](C)CO)C[C@@H](C)[C@@H](CN(C)Cc2ccc(C(=O)O)cc2)OCCCC[C@H](C)O3)cc1	-2	-3.7	0	-2	-1	-3	5[16.7 µM]
COc1cccc(/C=C/C(=O)OCC(=O)Nc2ccc3[nH]c(=O)[nH]c3c2)c1OC	0	-1.0	-5	10	-2	-1	-9
C[C@@H]1CN([C@H](C)CO)C(=O)Cc2cc(NS(=O)(=O)c3cccs3)ccc2O[C@@H]1CN(C)Cc1ccc2c(c1)OCO2	-5	2.3	-1	-8	13	2	-1[16.7 µM]
COc1ccc(C)cc1NC(=O)COC(=O)C1COc2ccccc2O1 (stereo not given)	-8	-1.4	4	0	-2	-2	4
Oc1c(Br)cc(Br)cc1CNc1ccccn1	-1	-2.0	5	3	-3	-2	3
CCC(=O)N1CC[C@@H]2[C@H]1c1cc(-c3ccccc3)ccc1N(C)[C@H]2CO	-3	0.1	-7	0	2	2	-10[16.7 µM]
O=C(CSC1=NC(=O)C(c2ccccc2)C(=O)N1)Nc1ccccc1[N+](=O)[O-] (stereo not given)	-23	2.7	21	7	2	2	0
C[C@@H]1CN([C@H](C)CO)C(=O)c2cc(/C=C/c3ccccc3)cnc2O[C@H]1CN(C)S(=O)(=O)c1cccs1	2	-1.3	20	-1	-1	0	nt
CC1(c2nnc(-c3cccc(Cl)c3)o2)CC(c2ccc(F)cc2)=NO1 (stereo not given)	3	0.4	-1	0	nt	-2	-1
Cc1ccc(NC(=O)CSc2ccccc2)cc1S(=O)(=O)N1CCCCC1	2	2.1	3	?	-1	-1	2
C[C@H](O)C#Cc1ccc2c(c1)O[C@@H](CN(C)C(=O)c1ccncc1)[C@H](C)CN([C@@H](C)CO)S2(=O)=O	-8	-0.2	1	1	-5	4	-1[16.7 µM]
C[C@H]1CN([C@@H](C)CO)C(=O)c2cc(NS(C)(=O)=O)ccc2O[C@@H]1CN(C)Cc1ccncc1	0	-1.8	1	10	-1	-1	2[16.7 µM]
CCCCNC(=O)O[C@@H]1C[C@H]2CCC(=O)N3CC[C@@H](C1)[C@@H]23	5	-0.9	1	3	-1	-1	nt
CCCCCCN(C(=O)CCCCCN1C(=O)NC(c2ccc(C3CCCCC3)cc2)C(C(=O)OCc2ccccc2)=C1C)C(C(=O)NCCCC)c1ccc(OCC(=O)OC)c(C(=O)OC)c1 (stereo not given)	6	3.6	-4	-4	nt	-3	nt
COc1ccc(C(=O)Nc2ncccc2C)cc1S(=O)(=O)N1CCOCC1	0	-0.4	-2	4	-6	3	nt

Following part
SMILES	ERp5 inh	CFTR F508del cor	Casp6 inh	DENV2 CPE rescue	SIRT5 inh	ERAP1 inh	miR122 inh
C[C@@H]1CN([C@H](C)CO)C(=O)Cc2cc(NC(=O)Nc3cccc4ccccc34)ccc2O[C@H]1CN(C)Cc1ccc(C(=O)Nc2ccccc2N)cc1	5	1.1	2	0	1	3	nt
CC(=O)Nc1ccc(S(=O)(=O)NCc2ccc(C(=O)NCCCN3CCC(C)CC3)cc2)cc1	-2	-2.3	-49	-2	-1	2	0
Nc1nc(SCc2ccccc2)n[nH]1	1	3.9	-2	3	0	1	0
CC(=O)Nc1ccc(S(=O)(=O)N2CCN(Cc3cccc([N+](=O)[O-])c3)CC2)cc1	0	-1.7	-1	4	-4	-3	-5
C[C@@H]1CN([C@H](C)CO)S(=O)(=O)c2ccc(C#CC3CCCC3)cc2O[C@H]1CN(C)C(=O)Cc1ccncc1	-3	5.0	-3	-6	5	0	3[16.7 µM]
COc1ccc(-n2c(-c3ccc(C(C)(C)C)cc3)n[nH]c2=S)c(OC)c1	5	0.0	3	13	-2	4	-12
C[C@@H]1CN([C@H](C)CO)C(=O)c2cc(C#CC3CC3)cnc2O[C@H]1CN(C)Cc1ccncc1	-5	2.5	4	4	4	-2	4[16.7 µM]
C/C(=N\Nc1ccc([N+](=O)[O-])cc1)c1ccc(N2CCOCC2)cc1	2	-2.0	7	9	-2	1	10

Bioassay records (PubChem BioAssay)
